# Compound activity (PubChem BioAssay)
# Rhodamine autofl: qHTS Assay for Spectroscopic Profiling in Rhodamine Spectral Region. Rhodamine-region fluorescence, 547/598 nm, Tris buffer; active compounds read high. max dye-equivalent concentration, M. 0.05% of 59,000 active. AID 594, 2007; in the data active = max dye-equivalent concentration above about 11 nM; inconclusive = between about 1.1 nM and that limit
#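 A six-point rhodamine series on each plate calibrates the signal. Compounds sit in 100 mM Tris (pH 8.0) for 15 min at ambient temperature before imaging through 547 nm/598 nm filters.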
# Texas Red fluor: qHTS Assay for Spectroscopic Profiling in Texas Red Spectral Region; AID 587, 2007; 0.06% of 59,000 active; max dye-equivalent concentration, M; Compound fluorescence, Texas Red channel, 547/618 nm; active compounds read high; in the data active = max dye-equivalent concentration above about 10 nM; inconclusive = between about 1.1 nM and that limit
#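 Texas Red-region profiling: compounds in 100 mM Tris pH 8.0 were read at 547/618 nm after 15 min at room temperature. Intensities were normalized against a six-point Texas Red standard series to give dye-equivalent concentration.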
# Tau fil binding: qHTS Assay for Tau Filament Binding. Microtubule-associated protein tau (Homo sapiens), P10636. recombinant tau filaments, thioflavin S fluorescence, 15 h; filaments grown with octadecylsulfate alongside compound. Potency, µM (doses to about 57.1 µM), for inactives: top-dose activity change, negative = inhibition. 2% of 71,000 active. AID 596, 2007;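 note: potency is the fitted concentration of half-maximal effect; % is set by controls: 0 for no effect and ±100 for the full control effect; actives lower thioflavin S fluorescence by blocking filaments or displacing dye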
#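 Tau 2 uM in ThS buffer dispensed; compound added; 60 uM ODS added (finals 1 uM tau, 30 uM ODS); 15 h 37 C; fluor ex450/em510.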
# 4MU fluor: qHTS Assay for Spectroscopic Profiling in 4-MU Spectral Region | AID 589, 2007 | 11% of 59,000 active | compound autofluorescence, 340/450 nm, 4-MU equivalents; active compounds read high | max dye-equivalent concentration, M; in the data active = max dye-equivalent concentration above about 10 nM; inconclusive = mostly about 1.1 nM to 9.6 nM
#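 Compounds in 100 mM Tris, pH 8.0, sat 15 min at room temperature before fluorescence was read at 340 nm excitation/450 nm emission; a per-plate six-point 4-MU standard curve converted signals to dye-equivalent concentration at each compound concentration.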
# Fluorescein autfl: qHTS Assay for Spectroscopic Profiling in Fluorescein Spectral Region; 0.91% of 59,000 active; Compound autofluorescence, 480/540 nm, fluorescein-equivalent; active compounds read high; AID 593, 2007; max fluorescein-equivalent concentration, M; in the data active = max fluorescein-equivalent concentration above about 10 nM; inconclusive = between about 1.1 nM and that limit
#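 Read-out is intrinsic compound fluorescence at 480/540 nm (excitation/emission), expressed as dye-equivalent concentration using a fluorescein standard series run on every plate. Compounds sat 15 min at room temperature in 100 mM Tris, pH 8.0.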
# A350 fluor: qHTS Assay for Spectroscopic Profiling in A350 Spectral Region; Compound autofluorescence, 340/450 nm, Alexa 350 dye-equivalents; active compounds read high; max dye-equivalent concentration, M; 11% of 59,000 active; AID 590, 2007; in the data active = max dye-equivalent concentration above about 10 nM; inconclusive = mostly about 1.1 nM to 9.6 nM
# HEK293 cAMP ctrl: qHTS Assay for Agonists of the Thyroid Stimulating Hormone Receptor: Activators of Intracellular cAMP Concentrations in Parental HEK 293. parental HEK293 CNG cAMP sensor, membrane potential fluorescence. 2.5% of 73,000 active. Potency, µM (doses to about 57.1 µM), for the others: at the highest dose activation, hits mostly activators. AID 938, 2007; note: potency is the fitted concentration of half-maximal effect; % of control where 0% means no effect; nearly all actives have a fitted effect of over 55% in size
#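 Parental HEK 293 cells stably expressing a modified CNG channel (no TSHR) report cAMP rise as membrane depolarization. Membrane potential dye with 100 uM RO 20-1724 was loaded for 60 min at room temperature, then compound added for 30 min; fluorescence read at 590 nm.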
# Caspase-1 inhib: qHTS Assay for Allosteric/Competitive Inhibitors of Caspase-1; P29466; Caspase-1 enzyme, Ac-WEHD-AFC fluorogenic rate; Potency, µM (top dose mostly 57.5 µM), for the others: top-dose activity change, negative = inhibition, usual class: inhibitors; 0.03% of 75,000 active; AID 900, 2007;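 note: potency is the fitted concentration of half-maximal effect; plate controls were vehicle for no effect and no substrate for full effect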
# ERK AVP inh: qHTS Assay for Inhibitors of the ERK Signaling Pathway using a Homogeneous Screening Assay. HEK293-V1b, vasopressin-stimulated pERK AlphaScreen. Potency, µM (titrated, usually from 57.5 µM), for inactives: at the top dose activity, negative = inhibition, usual class: inhibitors. 0.99% of 72,000 active; note: potency is the fitted concentration of half-maximal effect; % is set by controls: 0 for no effect and ±100 for the full control effect; nearly all actives have a fitted effect of over 55% in size
#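 qHTS, compounds titrated on V1b-expressing HEK293 cells. Preincubation 30 min at 37C, vasopressin 25 nM for 5 min, lysis 10 min, bead incubation 5 hr at room temperature.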
# Casp7 inh: qHTS Assay for Allosteric/Competitive Inhibitors of Caspase-7; P55210; recombinant caspase-7, Ac-DEVD-AFC fluorescence rate; Potency, µM (series often up to 57.5 µM), inactives show at the top dose activity change, negative = inhibition, usual class: inhibitors; 0.02% of 75,000 active; AID 889, 2007; active = well fitted inhibition curve with a large enough effect in the main read-out, with a control signal flat, not every such curve was filed as active; inconclusive = small, poorly fitted or top-dose-only effect, or a change in a side signal; note: potency is the fitted concentration of half-maximal effect; % of control where 0% means no effect
# Luciferase inh: qHTS Assay for Inhibitors of Firefly Luciferase; Potency, µM (series often up to 57.1 µM), inactives show at the top dose activity change, negative = inhibition, actives largely listed as inhibitors; AID 411, 2009; 2.2% of 72,000 active; purified firefly luciferase, luminescence, 8 min; note: potency is the fitted concentration of half-maximal effect; % is set by controls: 0 for no effect and ±100 for the full control effect; nearly all actives have a fitted effect of over 40% in size
#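 Titration-based qHTS; buffer 50 mM imidazole pH 7.2, 50 mM KCl, 7 mM MgCl2, 10 uM ATP, 0.01% Tween 20, 0.05% BSA; luciferase/luciferin detector mix added after compound; 8 min, ambient; luminescence.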
# * hit, by the source's call; i = inactive; ? = inconclusive; · = not tested or not shown; [ ] = dose if it differs, or a comment. Unless noted, calls come from the whole dose curve; as a rule, active = well fitted curve in the direction sought with a large enough effect; inconclusive = small, poorly fitted or top-dose-only effect, or another doubt; inactive = no such curve, though single readings can be large; an effect the other way counts as inactive or inconclusive. Not all compounds are listed; count on the stated rates, not on these rows.
SMILES | Rhodamine autofl | Texas Red fluor | Tau fil binding | 4MU fluor | Fluorescein autfl | A350 fluor | HEK293 cAMP ctrl | Caspase-1 inhib | ERK AVP inh | Casp7 inh | Luciferase inh
CS(=O)(=O)Nc1cccc(-c2ccc3ncnc(Nc4ccccc4)c3c2)c1 | i | i | 2.4% | i | ? | i | ? | -3.9% | -23.8% | -4.0% | 0.3%[2.29 µM]
O=C(Nc1nccs1)C1CCCN(S(=O)(=O)c2cccc3cccnc23)C1 (stereo not given) | · | · | -14.5% | · | · | · | 12.6% | -3.6% | ? | 0.9% | -0.7%
O=C1C(=O)N(CCCn2ccnc2)C(c2cccnc2)/C1=C(/O)c1ccc(Br)cc1 (stereo not given) | · | · | 4.6% | · | · | · | 2.5% | 0.0% | 2.4% | -0.6% | -2.0%
OCCN1CCN(CC#CCn2c3ccccc3c3ccccc32)CC1 | i | i | 3.0% | i | ? | i | ? | 1.2% | 1.8% | 1.3% | 1.4%
COc1cc(-c2nnc(-c3ccc(N4CCOCC4)cc3)o2)cc(OC)c1OC | i | i | 2.9% | 2.3e-07M* | i | 2.3e-07M* | ? | -2.3% | -4.0% | 3.5% | 0.3%
CCOC(=O)c1sc2cccc(F)c2c1N | i | i | -3.8% | 1.07e-06M* | i | 1.43e-06M* | ? | -2.6% | -5.7% | -2.7% | -0.9%
C=C(C)CN(CC)CCC(=O)Nc1ccc(OC)cc1OC | i | i | · | i | ? | i | · | · | · | · | 0.9%[25.5 µM]
CCN(C1CCCCC1)S(=O)(=O)c1ccc(S(=O)(=O)NCc2ccncc2)cc1 | i | i | -1.6% | i | i | i | ? | -0.5% | ? | 1.8% | 4.1%
COc1ccc(C2C(C(=O)Nc3cc(C)on3)c3ccccc3C(=O)N2C)cc1 (stereo not given) | i | i | 6.2% | i | i | ? | ? | -0.1% | 10.6% | 0.5% | -1.3%
CCc1nnc(NC(=O)CSc2nc(-c3ccc(OC)cc3)ns2)s1 | i | i | 6.5% | 1.52e-08M* | i | 1.82e-08M* | 2.7% | 1.6% | 19.6% | 1.6% | ?
Cn1c(SC2=CS(=O)(=O)c3ccccc32)nc2ccccc21 | i | i | 3.4% | i | ? | i | 7.0% | 0.0% | 11.1% | 7.5% | -2.1%
O=C(CCN1CCOCC1)Nc1c(-c2ccccc2)c2cc(Br)ccc2[nH]c1=O | · | · | -9.2% | · | · | · | -2.4% | 0.3% | 5.6% | 0.0% | -1.7%
O=C(c1ccc(COc2ccccc2Cl)o1)N1CCN(c2ccccc2)CC1 | · | · | 58.8% | · | · | · | 24.5% | -8.3% | · | -2.8% | 5.1%
CCCCCCC(=O)N1CCN(c2cc3c(cc2F)c(=O)c(C(=O)O)cn3CC)CC1 | i | i | · | 4.09e-08M* | i | 4.65e-08M* | · | · | · | · | -1.1%[25.5 µM]
c1ccc2cc3[nH]c(CN4CCCCC4)nc3cc2c1 | · | · | ? | · | · | · | -3.1% | -0.2% | · | 0.4% | -20.4%
COc1ccc(CCNc2oc(-c3ccccc3OC)nc2C#N)cc1 | i | i | 19.0% | 3.77e-08M* | i | 4.99e-08M* | 6.3% | -3.5% | -21.5% | -1.0% | -1.6%
CS(=O)(=O)N1CCN(C(=O)c2ccccc2)C1 | i | i | -8.1% | i | i | i | -1.7% | -0.4% | -5.4% | 0.5% | -0.3%
CN(CCCn1c(=S)[nH]c2ncccc2c1=O)Cc1ccccc1 | i | i | 2.1% | i | i | ? | -15.5% | 2.5% | -5.4% | 0.9% | -1.4%
O=C(COC(=O)Cc1cccs1)Nc1ccccc1 | i | ? | -15.9% | i | ? | i | -4.1% | 1.0% | 1.6% | -3.4% | -0.1%
CCC1(c2ccc(F)cc2)NC(=O)N(CC(=O)N2CCOCC2)C1=O (stereo not given) | i | ? | 3.7% | i | i | i | 11.7% | -1.1% | 2.6% | 0.1% | 2.9%
CCCCN1CCC(CCC(=O)c2cc(Cl)c(N)cc2OC)CC1 | · | · | 179.4% | · | · | · | -31.9%[inhibitor] | 0.0% | -6.2% | -0.8% | 2.9%
COc1cc(NC(=O)Cc2cccs2)ccc1-n1cnnn1 | i | i | -11.5% | i | i | i | -0.2% | -3.2% | -3.9% | 1.8% | -0.5%
O=C(Cn1ncc2c1-c1ccccc1OC2)Nc1nc2ccccc2s1 | · | · | 97.2% | · | · | · | 7.8% | 0.1% | ? | -12.0% | 1.6%
CC(C)(C)C(=O)CN1C(=O)C2(OCCO2)c2ccccc21 | i | i | 4.6% | i | ? | i | 4.2% | -1.1% | -9.3% | 0.9% | -0.4%
CN(C)C=Nc1nonc1N | i | i | -0.7% | i | ? | i | 5.5% | 2.3% | 1.5% | -2.9% | 3.2%
O=C1CCCN1CN(C(=O)c1ccccc1)c1ccc(F)cc1 | i | i | 4.0% | i | ? | i | -0.1% | 0.3% | -22.2% | 0.5% | -0.5%
CCOc1cc(C2NC(=O)NC(O)(C(F)(F)F)C2C(=O)c2ccc(OC)cc2)ccc1O (stereo not given) | i | ? | -1.1% | i | i | i | 3.0% | -0.6% | 5.5% | 0.4% | 0.4%
COc1ccc(CCNS(=O)(=O)c2ccc3oc(C(=O)O)c(C)c3c2)cc1OC | i | ? | -3.4% | i | i | i | -8.2% | 0.0% | -7.6% | 0.0% | 2.1%
O=C(c1cc(C(F)(F)F)cc(C(F)(F)F)c1)N1CCC[C@@]2(CCN(Cc3nccs3)C2)C1 | i | i | 7.3% | i | i | i | ? | ? | -3.3% | ? | 2.5%[11.4 µM]
c1ccc(-c2nnn(C34CC5CC(CC(C5)C3)C4)n2)cc1 | · | · | -15.0% | · | · | · | 19.0% | -1.3% | 35.0%[activator] | -1.0% | -6.1%

# Copied from the list.
# HEK293 cAMP ctrl result of CCCCN1CCC(CCC(=O)c2cc(Cl)c(N)cc2OC)CC1 = -31.9%[inhibitor]
# ERK AVP inh result of O=C1CCCN1CN(C(=O)c1ccccc1)c1ccc(F)cc1 = -22.2%

# (continued)
SMILES | Rhodamine autofl | Texas Red fluor | Tau fil binding | 4MU fluor | Fluorescein autfl | A350 fluor | HEK293 cAMP ctrl | Caspase-1 inhib | ERK AVP inh | Casp7 inh | Luciferase inh
CS(=O)(=O)N(CC(=O)NCc1ccncc1)Cc1ccc(Cl)cc1 | i | ? | 1.9% | i | i | i | 3.1% | 0.5% | 9.4% | 2.3% | 0.6%
CCn1c(SCC(=O)Nc2cccc(NC(=O)c3ccco3)c2)nnc1-c1cccs1 | i | i | -3.0% | i | ? | i | 4.8% | -1.3% | -23.8% | -1.7% | -6.5%
Cn1c(=O)c2c(nc(NCCc3ccccc3)n2Cc2ccc(F)cc2)n(C)c1=O | · | · | 39.7% | · | · | · | 9.6% | -2.8% | · | 0.9% | -0.4%
CC(C)(C)c1cnnn1-c1ccc(-c2csc(N)n2)cc1 | i | ? | 2.3% | i | i | ? | 1.3% | 0.9% | ? | -5.9% | -2.4%
O=C(CN(c1ccc(F)cc1)S(=O)(=O)c1ccc2c(c1)OCCO2)Nc1ccc2c(c1)OCO2 | i | i | 3.7% | i | i | i | 4.7% | -1.5% | -10.5% | 0.2% | 0.6%
O=c1oc2ccccc2c2nccnc12 | · | · | -14.1% | · | · | · | -0.3% | -1.5% | -15.9% | -1.1% | 0.1%
Cn1c(=O)c2[nH]c(SCCN3CCOCC3)nc2n(C)c1=S | i | i | 5.7%[11.4 µM] | i | i | i | -23.9%[11.4 µM] | 0.6%[11.5 µM] | -25.4%[11.5 µM] | 0.4%[11.5 µM] | 4.4%[11.4 µM]
CCOc1ccccc1NC(=O)N1CCCC1C(=O)Nc1ccc(NC(C)=O)cc1 (stereo not given) | i | ? | -5.8% | i | i | i | 5.9% | 1.1% | -10.7% | 1.9% | 0.1%
O=C(O)CCCc1nc(-c2ccccc2)no1 | i | i | 7.9% | i | i | i | 4.0% | 0.0% | 16.0% | 1.3% | -2.1%
Cn1c(=O)oc2cc(S(=O)(=O)N3CCC(C(=O)Nc4ccc(OC(F)(F)F)cc4)CC3)ccc21 | i | ? | i | ? | i | ? | 2.2% | 1.4% | 10.1% | 0.5% | 2.0%
Cn1c(=O)c2c(-c3ccccc3)n(Cc3cccnc3)cc2n(C)c1=O | i | i | 6.9% | i | ? | ? | 5.7% | 2.0% | 13.7% | 0.0% | -0.3%
Cn1c(Cc2cccs2)n[nH]c1=S | i | i | -4.9% | i | i | i | 1.7% | 0.0% | -9.3% | -0.3% | 3.5%
Cc1cc(C)nc(SCCS(=O)Cc2ccc(Cl)cc2)n1 (stereo not given) | i | i | 5.7% | i | i | i | 3.4% | -3.2% | -6.1% | 0.2% | 5.2%
CCOc1ccc2nc(SC(CC)C(=O)Nc3cc(C)on3)sc2c1 (stereo not given) | · | · | i | · | · | · | ? | -3.1% | -21.5% | 0.1% | 1.7%
O=C(Nc1ccccc1C(=O)N1CCOCC1)c1ccco1 | · | · | 16.4% | · | · | · | ? | -0.9% | 1.7% | -3.8% | 2.9%
COc1ccc(CN(CC2CCCO2)S(=O)(=O)c2ccc(C(=O)O)cc2)cc1OC (stereo not given) | i | i | 3.1% | i | i | i | 11.9% | -2.7% | -21.6% | 2.9% | -1.1%
